Platelet DG rel = inhibitors of platelet dense granule secretion, primary screen, cell-based, MLPCN, human platelets. human platelet-rich plasma, SFLLRN dense granule ATP release, luminescence. inhibition, %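 (compounds screened at 7.5 µM in platelet-rich plasma)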. hit rate 0.22% among 300,000. AID 1663, 2009;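 active means mean replicate score, as percent of positive control, at or above 50; inconclusive means mean below 50 but at least one replicate at or above 50; inactive means mean and every replicate below 50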
aSyn 5UTR inh = MLPCN primary screen, SNCA 5' untranslated region; alpha-synuclein 5'UTR reporter, inhibitor activity; inhibition, % (tested at 7.5 µM); hit rate 0.82% among 300,000; AID 1813, 2009; in the data active means inhibition above about 60%; inconclusive means no clear call, values can overlap the other calls;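 further: H4 neuroglioblastoma cells stably carrying SNCA 5'UTR luciferase fusion; 0% = DMSO wells and 100% = positive control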
AI-2 QS mod = Vibrio harveyi AI-2 quorum sensing modulators, primary screen, JMH597 strain, luminescence/OD600 ratio; Vibrio harveyi JMH597 AI-2 luminescence/OD600 ratio, 9 h; stronger effect = lower value; strain lacks LuxN and CqsS sensors; 0 = neutral-control median; activity change, % at 7.5 µM; hit rate 0.4% among 300,000; AID 2094, 2009; in the data active means activity change below about -75%, passing the limit was not always enough; inconclusive means no clear call, values can overlap the other calls;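 further: luminescence divided by OD600 gain over 9 h not by final OD600 alone; inactives centre near 13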
HSF-1 act = HSF-1 activators, primary screen, NIH3T3-HGL cells, MG132 stress, luminescence, single point; hit rate 1.7% among 300,000; activation, % at 9 µM; NIH3T3-HGL HSF-1 luciferase reporter, 8 h; 100% = twice DMSO control signal;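 active means mean replicate activation of at least 50% with a set share of replicates each reaching 50%; inconclusive means only one of those two conditions met; inactive means mean below 50% and too few replicates reaching it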;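 further: 0% = median of the neutral control wells and 100% = twice that signal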
IEC-6 cytotox = cytotoxicity in IEC-6 intestinal epithelial cells, primary screen, cytotoxicity control for KLF5 inhibitor project, cell-based, luminescence. IEC-6 cytotoxicity, luminescence viability. inhibition, % at 5 µM. hit rate 0.78% among 290,000; in the data active means inhibition above about 22%;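 further: 0% = plate median of test compound wells and 100% = cytotoxic reference compound wells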
HSF1 inh = HSF1 inhibitors in luciferase reporter cells, primary screen, cell-based, NIH3T3, luminescence; activity change, negative = inhibition, % at 7.5 µM (by protocol); NIH3T3-HGL HSE-luciferase, MG132-induced, luminescence 8 h; stronger effect = lower value; hit rate 0.77% among 300,000;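 active means more than half of replicate wells show activity change below -50%, luminescence cut by over half; inconclusive means some wells, but at most half, below -50%; inactive means no replicate well below -50%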;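 further: luciferase reports HSF-1 transcriptional activity via heat shock element; 0% = median of DMSO wells and -100% = zero luminescence signal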
HDAC3 inhib = HDAC3 deacetylase inhibitors, primary screen, biochemical, fluorescence, cell-free homogeneous; Histone deacetylase 3 (Homo sapiens), O15379; recombinant HDAC3, fluorogenic peptide/trypsin coupled; inhibition, % at 8.3 µM; hit rate 0.15% among 320,000; in the data active means inhibition above about 26%, passing the limit was not always enough; inconclusive means no clear call, values can overlap the other calls
Target sequence (O15379 whole entry, looked up): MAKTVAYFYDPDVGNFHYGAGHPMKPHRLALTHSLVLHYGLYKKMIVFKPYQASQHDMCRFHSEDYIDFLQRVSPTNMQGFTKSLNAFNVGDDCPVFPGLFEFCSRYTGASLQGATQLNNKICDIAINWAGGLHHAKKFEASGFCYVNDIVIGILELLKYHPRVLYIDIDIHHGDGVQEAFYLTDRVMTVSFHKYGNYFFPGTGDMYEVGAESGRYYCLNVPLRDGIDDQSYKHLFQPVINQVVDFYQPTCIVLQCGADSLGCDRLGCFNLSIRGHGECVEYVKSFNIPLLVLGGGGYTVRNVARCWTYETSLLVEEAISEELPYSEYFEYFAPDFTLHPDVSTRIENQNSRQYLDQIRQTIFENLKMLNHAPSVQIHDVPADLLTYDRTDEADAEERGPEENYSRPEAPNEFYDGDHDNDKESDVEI
HSP90 refold inh = HSP90 inhibitors, primary screen, cell lysate, luminescence. Heat shock protein HSP 90 (rabbit reticulocyte lysate; luciferase refolding). Rabbit reticulocyte lysate, luciferase refolding luminescence, 3 h. inhibition, % at 5.6 µM. hit rate 0.91% among 290,000. AID 1789, 2009;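 active means inhibition above the screen-wide mean plus 3 SD, computed separately per campaign, cut at about 16% in these data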;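 further: 0% = DMSO wells and 100% = 60 µM geldanamycin wells; inhibitors lower the luminescence because luciferase stays unfolded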
KLF5 inhibitor = KLF5 expression inhibitors, primary screen, DLD-1 cells, luminescence | DLD-1 KLF5 promoter-luciferase reporter | inhibition, % at 5 µM | hit rate 0.23% among 290,000;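 active means inhibition above a per-plate limit of that plate's mean compound inhibition plus 3 SD, cut at about 60% in these data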;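 further: 0% = DMSO wells and 100% = LY294002 at 200 µM; higher means less KLF5 promoter-driven luciferase light; inactives centre near -14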
HIF act = HIF pathway transcriptional activators, primary screen, cell-based, U2OS HRE-luciferase, luminescence; activation, % at 7.5 µM (by protocol); hit rate 0.32% among 300,000; U2OS HRE-luciferase reporter; normalized: DMSO 0%, desferrioxamine 100%; AID 1910, 2009;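 active means mean activation of at least 10% of the iron chelator positive control signal, with at least half of replicates also reaching 10%; inconclusive means mean and replicate majority disagree about reaching 10%; inactive means mean and most replicates under 10%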
Starred values were filed as active, the others as inactive; ? = inconclusive; . = not tested or not shown.

SMILES | Platelet DG rel | aSyn 5UTR inh | AI-2 QS mod | HSF-1 act | IEC-6 cytotox | HSF1 inh | HDAC3 inhib | HSP90 refold inh | KLF5 inhibitor | HIF act
O=C(CCCN1C(=O)c2cccc3cccc(c23)C1=O)N1CCc2ccccc2C1 | -26 | -17 | 36 | 11 | 0 | 1 | -3 | 0 | 1 | 0.6
CCn1c(C)cc(=O)cc1-c1ccc(Cl)cc1 | 4 | 2 | -2 | -11 | 4 | 1 | -1 | 4 | -8 | 1.1
Cc1nc2cc(Cl)c(Cl)cc2n1CCCO | -3 | 1 | 29 | -47 | -5 | -42 | -9 | 0 | 14 | 0.1
Cc1ccccc1C1=NC(C(F)(F)F)(C(F)(F)F)c2c(n(-c3ccc(F)cc3)c(=O)[nH]c2=O)N1 | -24 | 3 | 4 | 14 | 0 | -5 | -8 | 1 | 12 | -0.1
CC(=O)c1cccc(NC(=O)c2cc(-c3ccco3)nc3ccccc23)c1 | 2 | -20 | 6 | 16 | 7 | 11 | -2 | 0 | -7 | -0.5
CCCc1cc(=O)oc2cc(OCC(=O)NC(Cc3ccc(Cl)cc3)C(=O)O)ccc12 (stereo not drawn) | -1 | 20 | 32 | -3 | -5 | 4 | -2 | -4 | 3 | 0.0
COc1ccc(C)cc1NC(=O)c1sc2ncnc(N3CCN(c4ccccn4)CC3)c2c1C | 9 | 8 | 20 | 2 | -8 | -4 | -6 | -3 | -22 | 1.7
CC(C)(C)c1ccc(Oc2ncccc2NC(=O)c2cccs2)cc1 | 12 | 2 | 20 | -4 | 2 | 1 | -7 | 1 | -15 | -0.5
O=C(Nc1c(-c2ccccc2)nc2ccccn12)c1cccc(F)c1 | 0 | 9 | 8 | -3 | 7 | -8 | 5 | 4 | -36 | -1.0
COc1ccccc1CNC(=O)Cn1c(=O)oc2cc(S(=O)(=O)N3CCCC3)ccc21 | 9 | 12 | 34 | 9 | 8 | -1 | 0 | 0 | -4 | -0.1
Cn1c(CSCc2ccc(Cl)cc2Cl)n[nH]c1=S | 7 | 14 | 10 | 0 | 3 | -2 | 1 | 3 | -15 | -0.1
COC(=O)CNC(=O)c1cccc(F)c1 | 6 | -9 | 13 | 10 | 1 | -5 | -3 | 2 | -1 | -0.4
Cc1ccc(C(=O)N(C)CC(=O)Nc2cccc(C)c2C)o1 | 0 | -10 | 7 | 1 | -6 | -11 | 12 | -1 | -33 | 1.3
COC(=O)C1=C(N)Oc2cc(C)n(Cc3cccnc3)c(=O)c2C1c1ccccc1OC (stereo not drawn) | -15 | -6 | 4 | -14 | 2 | -6 | -1 | -1 | -17 | 0.1
Cc1cc(N(C)C)ccc1[N+](=O)[O-] | -63 | -5 | 4 | 2 | 4 | -7 | 6 | 3 | -16 | .
O=C(Nc1nnc(-c2ccccn2)o1)c1cccc(Br)c1 | -1 | -20 | 10 | -11 | 2 | -17 | 2 | 4 | -15 | -0.3
CCOC(=O)C1(Cc2cccc(OC)c2)CCN(Cc2cccc(OCC)c2O)CC1 | 4 | -69 | 9 | -3 | 1 | -8 | 7 | 1 | 4 | -0.3
COc1ccccc1N1CCN(C(c2cc3cc(C)ccc3[nH]c2=O)c2nnnn2C2CCCC2)CC1 (stereo not drawn) | -4 | 15 | 17 | 2 | -3 | -5 | 5 | -1 | 4 | -0.1
COc1ccc(N2C(=O)C(CC(=O)O)S/C2=N\N=C\c2cccs2)cc1 (stereo not drawn) | 8 | -16 | 18 | 0 | 3 | -12 | 3 | -3 | -27 | -26
C/C(=N/NS(=O)(=O)c1ccccc1)c1c[nH]c2ccccc12 | -1 | 1 | 6 | -9 | -2 | -5 | ? | -7 | -30 | 0.3
S=c1[nH]c2ccccc2n1Cc1ccccc1 | -1 | 6 | -38 | 0 | -4 | 4 | -1 | -4 | -11 | -7.1
CC(C)(C)C(=O)NC1(C(F)(F)F)NC(=O)N(CCc2ccccc2)C1=O (stereo not drawn) | 3 | -2 | 17 | -33 | 7 | -21 | -9 | 0 | -4 | 0.1
O=c1oc2ccccc2cc1-c1csc(Cc2nc(-c3ccc(Cl)cc3)cs2)n1 | 15 | 0 | 15 | -6 | -5 | -5 | . | -1 | -4 | 0.3
CNC(=O)C(=O)Nc1c(O)c2ccccc2[nH]c1=O | -1 | 4 | 20 | -12 | 0 | 5 | 0 | -2 | -4 | -0.4
O=C(CN1CCN(c2ccc(O)cc2)CC1)Nc1cc([N+](=O)[O-])ccc1Cl | -1 | 14 | 0 | -12 | 1 | -1 | 5 | 2 | 5 | 0.0
CCCCNC(=O)c1onc(CSc2cc(C)cc(C)c2)c1C(=O)O | 5 | -2 | 56 | -8 | -8 | -3 | 0 | -11 | -26 | -3.8
Cc1noc(C)c1S(=O)(=O)Nc1cccc(C(F)(F)F)c1 | 7 | -2 | 1 | 14 | 7 | 0 | . | 3 | -23 | -0.1
Cc1ccc(-c2nnc(SCC(=O)O)n2N)cc1 | -8 | -10 | 10 | -17 | -2 | -8 | 1 | 0 | -20 | 0.0
COc1ccc(C(=O)NCC(O)CN2CCOCC2)cc1[N+](=O)[O-] (stereo not drawn) | -5 | -16 | 5 | 4 | 1 | -3 | 2 | 2 | -37 | 2.4
O=S(=O)(c1ccc(Cl)cc1)N1CCC(O)(CN2CCN(Cc3ccccc3)CC2)CC1 | 0 | 14 | 9 | 31 | -4 | 8 | -9 | 0 | -38 | 0.0
c1coc(-c2nnc(NC3=NCCC3)o2)c1 | -10 | -70 | 0 | 21 | -2 | 8 | 5 | 0 | -108 | 2.0
CCCC(=O)NC(c1ccc2c(c1)OCO2)c1cc(Cl)c2cccnc2c1O (stereo not drawn) | 3 | 80* | 27 | -36 | -9 | -40 | -2 | -1 | 15 | 12*
CC(C)CC(=O)NC(=S)Nc1ccccn1 | 1 | 8 | 15 | -4 | 2 | -1 | 8 | 0 | -51 | 1.3
COc1ccccc1CN1[C@@H](CC(C)=O)c2cc(C(F)(F)F)ccc2S1(=O)=O | 2 | -5 | 18 | -9 | . | -5 | 3 | . | . | 0.3
Nc1cc(Cl)ccc1C(=O)OCC(=O)NC(=O)NCc1ccccc1 | 2 | 8 | -16 | 4 | 1 | -2 | -1 | 4 | -16 | -1.3
COc1ccc(COCC(O)CN(Cc2ccco2)Cc2ccccc2O)cc1 (stereo not drawn) | -2 | 1 | -10 | 6 | 1 | -3 | 2 | -1 | -12 | -0.1
CCC1(CC)Cc2ccccc2C2=C(C(=O)N3CCCCC3)C(=O)C(=O)N21 | 4 | -4 | 27 | -5 | -5 | -3 | 4 | -2 | -3 | -0.1
Cn1cc(P(=S)(N2CCOCC2)N2CCOCC2)cc1P(=O)(N1CCOCC1)N1CCOCC1 | 4 | 1 | 20 | 7 | -2 | 0 | 0 | -2 | 1 | 1.3
CC1N=C(N)C(c2nc3ccccc3n2C)=C1O (stereo not drawn) | 5 | 12 | 19 | 11 | -4 | -1 | 0 | -2 | -17 | -0.1
Cc1cccc(N(CC(=O)NC(C)C)C(=O)CCC(=O)Nc2ccccn2)c1 | -9 | -7 | 52 | 3 | -6 | -8 | -3 | 1 | -38 | -15
Cc1ccc(CN2CC34C=CC(O3)C(C(=O)NCc3ccco3)C4C2=O)cc1 (stereo not drawn) | 2 | 5 | 7 | -2 | 4 | -2 | -2 | -1 | -5 | 0.0
O=C(NCCC1=CCCCC1)C1CCN(S(=O)(=O)c2cnc[nH]2)CC1 | -2 | 13 | . | -14 | 1 | -11 | 4 | 1 | -17 | -0.3
CCOC(=O)c1c(-c2ccccc2)oc2ccc(O)c(CN3CCCC3)c12 | -4 | -38 | 34 | -15 | 7 | -7 | 12 | 3 | 17 | -0.7
CC(=O)CC(C)(C)S(=O)(=O)c1ccc(Oc2ccc(S(=O)(=O)C(C)(C)CC(C)=O)cc2)cc1 | -2 | 7 | 11 | -12 | -5 | -6 | -9 | 1 | -17 | 0.2
CSc1ccccc1NC(=O)CN1CC(C)OC(C)C1 (stereo not drawn) | -4 | -7 | -7 | -1 | 1 | -8 | -3 | 0 | -23 | 1.6
COc1ccc(C(=O)NC2CC2)cc1OC1CCN(Cc2ccccc2F)CC1 | 1 | 6 | 3 | 2 | 5 | -1 | -3 | 0 | -22 | 1.8
C/C(CC(=O)Nc1ccc(Cl)cc1C(F)(F)F)=N\NC(=O)c1cccs1 | 8 | -106 | 16 | 65* | 6 | 29 | 6 | 1 | -191 | 2.1
c1ccc(-n2nnc(-c3nccs3)n2)cc1 | 9 | -30 | 11 | 31 | . | 20 | -4 | . | . | -0.6
COc1cc(C)c(N(C(C)=O)c2ccccc2)c(C)c1 | 1 | 8 | 4 | 7 | -5 | -1 | -1 | 5 | 10 | 0.2
Cc1cc(-n2nc(C)cc2C)nc(NS(=O)(=O)c2ccccc2)n1 | . | . | . | . | -6 | . | 6 | -4 | -6 | .
COc1cc(C(=O)Nc2ccc(OCC(=O)N3CCOCC3)cc2C)cc(OC)c1OC | 3 | 3 | . | 7 | -4 | 0 | -2 | 2 | -35 | 1.3
CC(=O)Nc1nn(C)c2nc(C)cc(C)c12 | -2 | -2 | . | -37 | 6 | ? | -23 | 2 | -12 | 0.3
Cc1cccc(C)c1NC(=O)CSc1ncnc2nc[nH]c12 | -2 | -21 | 44 | -1 | -3 | -6 | -5 | 0 | -20 | 0.0
CN(C)S(=O)(=O)c1cccc(NC(=O)c2cc(-c3cccs3)nn2-c2cccc(Cl)c2)c1 | 1 | 17 | 11 | 25 | 0 | -3 | 1 | 5 | -32 | 3.0
CCc1nc2ccccc2c(=O)n1/N=C/c1ccc(OC)cc1 | -8 | 15 | 4 | 7 | . | -4 | 0 | . | . | -0.1
COc1ccccc1N1CCN(C(=O)C2CCN(S(=O)(=O)c3ccc4c(c3)CC(C)N4C(=O)C3CC3)CC2)CC1 (stereo not drawn) | 21 | 25 | . | -62 | -3 | -49 | 6 | 0 | -1 | -0.3
CC(=O)[C@H]1[C@H](CCc2ccccc2)NC(=O)N(Cc2ccccc2)[C@@H]1C | -1 | 11 | 11 | 2 | . | 15 | 7 | . | . | -0.2
COc1ccc2oc(C(F)(F)C(F)F)cc(=O)c2c1 | 0 | -26 | 20 | 6 | 1 | 0 | 2 | -3 | -30 | -0.1

Quoted from the listing:
IEC-6 cytotox, COc1ccccc1N1CCN(C(=O)C2CCN(S(=O)(=O)c3ccc4c(c3)CC(C)N4C(=O)C3CC3)CC2)CC1 (stereo not drawn) is entered as -3
HIF act, COc1cc(C(=O)Nc2ccc(OCC(=O)N3CCOCC3)cc2C)cc(OC)c1OC is entered as 1.3
